Compound activity as filed in PubChem BioAssay.
TcdB GH inh: TcdB glycohydrolase inhibition; 350,000 compounds, 0.24% hits; TcdB glycohydrolase enzymatic assay, plate reader; AID 652162; P18177; inhibition, % at 9.99 µM; in the data active = inhibition above about 10%
Anthrax LF inh2: inhibitors of Bacillus anthracis lethal factor protease; P15917; multiplex microsphere protease cleavage assay, LF; inhibition, % at 10 µM; 360,000 compounds, 0.12% hits; AID 588501; note: plate controls were buffer without enzyme for full effect and enzyme alone for no effect
CCHF vOTU inh: blocks the CCHF virus ovarian tumor domain protease | CCHFV vOTU protease, Pep-AMC fluorescence | inhibition, % at 11.5 µM | 370,000 compounds, 0.55% hits | AID 651958; in the data active = inhibition above about 30%; note: 0% = vehicle wells with enzyme and 100% = no enzyme wells
BoNT A protease: inhibitors of Botulinum neurotoxin A light chain protease | multiplex microsphere protease substrate cleavage, flow cytometry | inhibition, % at 10 µM | 360,000 compounds, 0.17% hits; note: plate controls were buffer without enzyme for full effect and enzyme alone for no effect
PrPC TRFRET: inhibitors of human cell surface prion protein PrPC; inhibition, % at 13.8 µM; 370,000 compounds, 0.43% hits; P04156; TR-FRET read-out; in the data active = inhibition above about 24%; note: 0% = median of the test wells and 100% = reference compound wells
FadD28 FP inh: inhibitors of Mycobacterium tuberculosis FadD28 bisubstrate binding | FadD28 bisubstrate probe binding, fluorescence polarization | inhibition, % at 12.5 µM | 360,000 compounds, 0.22% hits | AID 588549; in the data active = inhibition above about 8.5%, passing the limit was not always enough; inconclusive = no clear call, values can overlap the other calls
PfHsp40 yeast: restores yeast growth despite PfHsp40 toxicity. S. cerevisiae expressing PfHsp40, growth rescue, ATP luminescence. growth rescue, % at 12.5 µM. 340,000 compounds, 0.68% hits. AID 504582; in the data active = growth rescue above about 28%, passing the limit was not always enough; inconclusive = no clear call, values can overlap the other calls;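 note: yeast W303a lacking pdr1 and pdr3 grown in galactose medium; growth measured after three days at 30 °C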
BoNT-F LC inh: blocks Botulinum neurotoxin F light chain protease; AID 588497; 360,000 compounds, 0.22% hits; Multiplex microsphere protease cleavage assay, flow cytometry; inhibition, % at 10 µM; in the data active = inhibition above about 35%, passing the limit was not always enough; inconclusive = no clear call, values can overlap the other calls; note: plate controls were buffer without enzyme for full effect and enzyme alone for no effect
Y pestis TopoI: blocks Yersinia pestis topoisomerase I activity; Y. pestis Topo-I cleavage product accumulation, plate reader; activity, % at 10 µM; 360,000 compounds, 0.064% hits; AID 504884; in the data active = activity above about 50%, passing the limit was not always enough; inconclusive = no clear call, values can overlap the other calls; note: inactives centre near 2
* hit, by the source's call; ? = inconclusive; . = no result given; & = joins results of further samples. Cut-off read from the data, not from the text of the source, unless noted: active = inhibition above about 30%; inconclusive = no clear call, values can overlap the other calls; inactive = below that. No enrichment for hits. About 2.3% of those tested had a hit in this group.

mol	TcdB GH inh	Anthrax LF inh2	CCHF vOTU inh	BoNT A protease	PrPC TRFRET	FadD28 FP inh	PfHsp40 yeast	BoNT-F LC inh	Y pestis TopoI
O=C(Nc1cccc(F)c1)c1ccco1	0.8	2	7	-1.0	4	-3.9	0.3	-11	-9
CCOC(=O)C1(C)CCCCCN1C(=O)/C=C/c1ccccc1 (stereo not given)	2.6	-2	-5	0.4	4	-3.9	.	1	-9
Cc1ccc(Oc2ccccc2)c(NC=O)c1	.	-3	7	-2.7	-7	-3.8	1.2	-17	-3
CCOn1c(=O)c(-c2cccs2)[n+]([O-])c2ccccc21	.	-2	-14	3.7	-11	-0.9	-0.2	1	1
O=C(Cc1coc2ccc3ccccc3c12)N1CCN(c2ncccn2)CC1	.	-6	1	-0.3	5	0.7	-0.4	-4	-1
Cc1ccc([C@@H]2C[C@H]3[C@@H](CN2S(=O)(=O)c2ccc(Cl)cc2)C(=O)C[C@@H](c2ccccc2)N3S(=O)(=O)c2ccc(C)cc2)cc1	1.2	3	9	-0.5	3	0.0	.	0	2
COc1ccccc1N1CCN(C(=O)C2C3C=CC4(CN(Cc5ccccc5Cl)C(=O)C24)O3)CC1 (stereo not given)	.	0	-4	0.2	-8	-4.5	0.0	-1	24
C[C@]12CCC3C(CC[C@H]4C[C@H](O)CC[C@]34C)C1C[C@H](O)[C@H]2O (stereo not given in full)	-11	-3	-15	0.4	10	-4.2	1.3	-5	0
O=C(COC(=O)/C=C/c1nc2ccccc2s1)Nc1ccccc1Oc1ccccc1	1.0	-1	-14	-0.7	4	-1.2	-0.8	-7	2
CC1CCCC(NC(=O)CN(C)S(=O)(=O)c2cnc[nH]2)C1C (stereo not given)	0.8	-6	-7	-0.6	9	-0.9	-0.8	-5	1
CCCCNC(=S)NC(=O)c1ccc(Cl)cc1Cl	.	0	7	0.1	4	-1.7	1.4	0	16
Cc1cc(Cl)ccc1OCC(=O)N/N=C/c1ccc(OC2OC(CO)C(O)C(O)C2O)cc1 (stereo not given)	1.2	-1	-6	-0.9	0	-0.3	-1.1	-4	7
COc1ccc(CNC(=O)CCC(=O)c2ccccc2)cc1	0.1	-4	15	0.1	5	-5.5	0.6	7	-2
Cc1oc(-c2cccs2)nc1CS(=O)CC(=O)NC1CCCCCC1 (stereo not given)	-0.2	0	3	-0.5	-4	-1.2	0.7	-9	11
Cn1c(C=O)c(-c2ccc3c(c2)OCCO3)c2ccccc21	1.2	-3	-1	2.4	4	-4.5	1.6	-2	21
Cc1ccc(S(=O)(=O)Nc2cccc(C(=O)NCCCn3ccnc3)c2)cc1F	-0.2	-1	1	1.7	3	-0.5	0.1	-2	-8
COc1ccccc1-n1c(SCC(=O)NC2CCS(=O)(=O)C2)nc2ccccc2c1=O (stereo not given)	0.3	4	4	-1.8	6	-1.1	-1.1	2	5
CCCCCCN1CCN(C2CN(Cc3cn(CCCCCC)nn3)S(=O)(=O)C2)CC1 (stereo not given)	1.1	8	-2	-0.3	10	.	.	6	.
COc1ccc(OCC(=O)NCCS(=O)(=O)N2CCN(c3ccc(F)cc3)CC2)cc1	1.3	-3	-8	-1.0	-2	-2.6	-0.3	-2	-1
O=C1CCCc2cc3c(cc21)CC1(C3)Cc2cc3c(cc2C1)C(=O)CCC3	0.4	-7	0	-3.3	6	0.3	1.5	-45	9
Cc1cccc(OC(C)C(=O)Nc2ccc3c(c2)OCCO3)c1 (stereo not given)	-0.9	5	0	0.3	3	-0.5	3.3	0	0
CC(=O)c1c(C)[nH]c(C(=O)NNC(=O)COc2cc(C)cc(C)c2)c1C	-1.0	0	18	-2.1	-2	-2.2	0.0	0	5
O=C(Cn1ncc(Cl)c(Cl)c1=O)N1CCN(S(=O)(=O)c2ccc3ccccc3c2)CC1	.	-1	3	-0.2	-3	-1.3	-0.2	-3	11
CCC(C)NC(=O)COC(=O)c1ccccc1OCC(=O)Nc1ccc(Br)cc1 (stereo not given)	-1.8	-1	9	-0.3	3	-0.7	0.4	1	-3
O=C1OCCC1Sc1nnnn1-c1ccccc1 (stereo not given)	.	-1	6	-0.9	7	1.6	-1.2	-12	3
O=C(Nc1cccc(C(F)(F)F)c1)c1cc[n+]([O-])cc1	0.0	1	13	1.3	-5	.	-0.6	4	3
COc1ccc(S(=O)(=O)Nc2cccc3c2O[C@H](CN(C)Cc2ccc(C(=O)O)cc2)[C@@H](C)CN([C@H](C)CO)C3=O)cc1	-9.6&0.2	-2	1	-0.3	1	-3.5	-0.3	-4	7
Cc1ccc(-n2cnc3c(sc4nccc(N(C)C)c43)c2=O)cc1	.	-1	7	1.0	3	-1.2	-0.3	0	4
Cc1ccc(NS(=O)(=O)c2cc(C(=O)NCCCN(C)C)ccc2Cl)cc1Cl	0.3	-4	12	-6.9	-4	0.2	-0.1	-16	-19
O=C(Nc1ccc2c(c1)OCO2)Nc1ccc2c(c1)OCO2	1.5	-1	1	-0.1	9	-0.5	-0.2	-5	-7
COC(=O)C1=C(CSCc2ccco2)NC(=O)NC1c1cc(C)ccc1C (stereo not given)	.	2	8	-0.9	6	-2.5	0.8	-26	13
COc1cc2c(cc1OC)C(c1cccs1)CC(=O)N2 (stereo not given)	.	-2	-6	0.0	-2	-3.1	1.3	-3	1
CN1CCN(/N=C/c2nc(-c3ccccc3)n3ccccc23)CC1	.	-2	8	0.0	-20	2.4	0.0	-8	2
CCOC(=O)CNC(=O)N1Cc2cc(N3CCOCC3)ccc2-n2nncc2C1	0.4	-3	-9	-0.5	-3	-5.0	.	11	.
CCCCn1c(O)c(C(CC)=NCc2ccc(F)cc2)c(=O)[nH]c1=O	.	-22	10	0.9	7	-1.4	1.7	-2	10
CCc1nnc(NC(=O)COC(=O)c2cc(OC)cc(OC)c2)s1	0.6	-2	-3	0.3	6	-0.5	-1.5	2	5
CN(CC(=O)Nc1ccc(F)cc1)C(=O)COC(=O)c1cc([N+](=O)[O-])ccc1N1CCOCC1	.	0	.	2.9	.	-1.7	0.0	-4	1
Cc1nc2cc(-c3ccccc3)nn2c(C)c1CCC(=O)NC(C)c1ccc2c(c1)OCCO2 (stereo not given)	1.9	-8	-5	-0.3	0	-5.8	0.6	4	22
CCOC(=O)c1c(C)[nH]c(C(=O)OCC(=O)NC(C)C)c1C	-2.1	1	.	-0.6	.	-2.9	1.3	0	2
c1ccc(-c2noc(-c3cccc4ccccc34)n2)cc1	.	-2	-6	0.6	-8	-2.2	1.1	-4	-11

The final 2 entries of the part above come first, to join the parts.
mol	TcdB GH inh	Anthrax LF inh2	CCHF vOTU inh	BoNT A protease	PrPC TRFRET	FadD28 FP inh	PfHsp40 yeast	BoNT-F LC inh	Y pestis TopoI
CCOC(=O)c1c(C)[nH]c(C(=O)OCC(=O)NC(C)C)c1C	-2.1	1	.	-0.6	.	-2.9	1.3	0	2
c1ccc(-c2noc(-c3cccc4ccccc34)n2)cc1	.	-2	-6	0.6	-8	-2.2	1.1	-4	-11
NC(=O)CC1(c2ccccc2)CCCCC1	8.4	3	13	-0.4	-1	-0.9	.	-2	1
CCOC(=O)N1CCN(C(=O)c2ccc(Cn3c(=S)[nH]c4ccc(Br)cc4c3=O)cc2)CC1	2.1	0	12	2.2	-3	-0.6	1.8	4	2
O=C(Cc1sc(-c2ccccc2Cl)nc1-c1ccccc1)Nc1ccc(F)cc1	.	-3	17	-0.6	0	-2.5	-1.5	-1	-11
O=C(Cc1cccs1)NC1(C(=O)NC2CCCC2)CCCCC1	-0.2	0	7	-1.1	6	-0.3	-0.7	-14	-3
CC1CCN(C(=O)C2CCCN(S(C)(=O)=O)C2)CC1 (stereo not given)	4.4	-6	5	1.8	5	1.0	-0.6	-12	-1
Cc1cc(NC(=O)c2ccccc2Cl)no1	.	0	2	0.9	-4	-1.6	-0.2	-12	4
Cc1nn(-c2ccc(Cl)cc2)c(=O)c2c(C)noc12	1.0	-4	-17	?	0	-2.7	0.5	?	-10
O=C(OCCN1CCCCC1)c1cccc(Cl)c1	0.3	6	-10	-2.1	7	2.0	-0.8	?	4
COc1ccc(C)cc1S(=O)(=O)N(CC(=O)Nc1cccc([N+](=O)[O-])c1)c1ccc(C)cc1	1.1	2	3	0.3	-11	-2.3	4.1	-2	-7
C=CCOc1ccc(C(=O)N(Cc2ccc(N(C)C)cc2)C2CCS(=O)(=O)C2)cc1 (stereo not given)	.	-6	14	-0.4	-1	-2.0	-1.4	-6	-6
COc1ccccc1CCC(=O)NNC(=O)c1ccc(Br)cc1	0.6	-4	-2	-3.6	2	0.3	-0.1	-17	4
O=C(O)c1ccc(N/N=C/c2ccc(-c3ccccc3Cl)o2)cc1	0.4	4	11	-0.8	4	?	1.3	1	-8
O=NN(CCc1ccncc1)c1ccc(OCc2ccccc2)cc1	0.7	-2	6	-0.4	15	-3.7	388*	-4	15
COc1ccc(NC(=S)N2CCCC2)c(OC)c1	0.3	1	-7	1.2	3	-0.3	0.8	-2	7
CC(C)S(=O)(=O)c1csc(NC(=O)Nc2cccc([N+](=O)[O-])c2)c1Cl	0.5	-2	6	0.6	-9	0.8	1.4	-5	2
CC(C)N(C(=S)Nc1ccc(S(=O)(=O)N2CCOCC2)cc1)c1ccccc1	-1.0	-7	-10	0.2	4	-4.1	.	0	0
O=C(COC(=O)c1ccc([N+](=O)[O-])o1)Nc1ncc(Cl)cc1Cl	0.9	-2	19	0.4	-20	-0.3	49*	-5	-5
Cc1ccc(-c2nc(CC(=O)Nc3cccc(S(=O)(=O)NC4=NCCC4)c3)cs2)cc1	-0.8	0	-8	2.5	-6	-5.1	-0.6	0	31
CCOC(=O)C(O)(c1ccc(NC(=O)c2ccc(Cl)c(Cl)c2)cc1)C(F)(F)F (stereo not given)	1.2	.	3	.	14	-5.4	19	.	8
CC(Cc1cccs1)NC(=O)Nc1ccc([N+](=O)[O-])cc1 (stereo not given)	0.7	-1	15	-0.9	5	-0.3	-1.9	-2	-4
Cc1cc(NC(=O)C2CC=CCC2C(=O)O)no1 (stereo not given)	.	-6	-19	0.4	-1	-2.6	-0.7	1	3
COC(=O)c1ccc(-c2nc(-c3ccc(Br)o3)no2)cc1	0.7	-4	-6	-0.6	11	-2.7	-0.6	-3	-6
COc1ccc(-c2c(C)oc3c(CN4CCOCC4)c(O)ccc3c2=O)cc1OC	0.6	7	-25	1.6	-1	-1.5	-0.4	-4	-1
O=C(CSc1nc2ccccc2s1)Nc1ccc(Cl)c(S(=O)(=O)N2CCOCC2)c1	.	-1	-1	0.5	5	-1.1	6.4	-2	25
O=C(N/C(=C\c1ccco1)C(=O)N1CCOCC1)c1ccc([N+](=O)[O-])cc1	-1.8	0	7	0.3	-24	-0.7	0.1	1	7
Cc1ccc(S(=O)(=O)Nc2cc(C(=O)NCCN(C)C)ccc2N2CCCCC2)cc1	.	-2	16	1.6	-9	1.1	-2.0	-8	1
CCCCCc1cc(OC)cc2c1C(=O)OC(C)(C)O2	0.7	-2	-1	0.3	-4	-0.8	72*	1	6
O=C(O)CCC(=O)N1N=C(c2ccco2)CC1c1cccs1 (stereo not given)	0.1	0	11	0.7	-5	-0.3	-1.4	1	-1
CCOc1ccc(CCNC(=O)COC(=O)Cn2cnc3ccccc3c2=O)cc1OCC	1.2	-4	11	-0.4	6	-4.4	-0.7	-3	0

Some of these compounds in order of SMILES length, smallest number first:
mol	TcdB GH inh	Anthrax LF inh2	CCHF vOTU inh	BoNT A protease	PrPC TRFRET	FadD28 FP inh	PfHsp40 yeast	BoNT-F LC inh	Y pestis TopoI
CCCCCc1cc(OC)cc2c1C(=O)OC(C)(C)O2	0.7	-2	-1	0.3	-4	-0.8	72*	1	6
O=C(O)CCC(=O)N1N=C(c2ccco2)CC1c1cccs1 (stereo not given)	0.1	0	11	0.7	-5	-0.3	-1.4	1	-1
Cc1ccc(S(=O)(=O)Nc2cc(C(=O)NCCN(C)C)ccc2N2CCCCC2)cc1	.	-2	16	1.6	-9	1.1	-2.0	-8	1
